Bioassay records (PubChem)
p-CIP stab down: p/CIP-EGFP fusion destabilizers, primary screen, fluorescence, F442A cells | Q05BA5 | 16 h | decrease of EGFP signal, % at 10 µM | hit rate 0.01% among 290,000;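 active means EGFP signal decrease of at least 30% at 10 µM or well 3 SD below plate mean, unless failing retest; inactive means the rest, including hits failing retest or dose response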; further: some compounds called inactive have numbers as strong as hits; many of its hits are not listed in these tables
IDE cell inh: human IDE inhibitors in live cells, primary screen, fluorescence polarization, HEK cells, FAbetaB substrate | Insulin-degrading enzyme (Homo sapiens), P14735 | FAbetaB cleavage | inhibition, % at 5.59 µM | hit rate 0.41% among 320,000;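 active means percent inhibition above the average of all tested compounds plus 3 SD, set per screening campaign, cut at about 16% in these data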;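 further: IDE supplied by intact live HEK cells; FP after avidin binding of uncleaved biotin substrate so inhibition keeps polarization high; 0% = DMSO wells and 100% = 60 µM reference IDE inhibitor Ii1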
IMP-1 inh: IMP-1 metallo-beta-lactamase inhibitors, primary screen, biochemical, epi-absorbance readout, Pseudomonas aeruginosa enzyme | metallo-beta-lactamase IMP-1 (Pseudomonas aeruginosa) | purified IMP-1, nitrocefin hydrolysis, epi-absorbance fluorescence | hit rate 0.45% among 290,000 | AID 1556, 2009 | inhibition, % at 5.6 µM;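 active means inhibition above the mean plus 3 SD of all compounds in the same screening run, cut at about 4.5% in these data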;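 further: 0% = IMP-1 with DMSO and 100% = DMSO wells lacking enzyme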
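system = purified recombinant IMP-1 beta-lactamase | amount = 0.2 nM IMP-1, as dispensed | medium = HEPES buffer pH 7.1 with ZnSO4 and Brij 35 | times = 25 °C, 15 min preincubation, 25 min reaction | detection = plate fluorescence quenching by hydrolysis product, ex 480/em 530 nm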
HCV NS3 hel inh: inhibitors of HCV NS3 helicase, primary screen, biochemical, Cy5 molecular beacon fluorescence; Hepatitis C virus NS3 helicase; NS3 helicase DNA unwinding; inhibition, % at 10.9 µM; hit rate 0.56% among 290,000; AID 1800, 2009;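 active means inhibition above the mean of all tested compounds plus 3 SD, set per campaign, cut at about 35% in these data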;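 further: 0% = DMSO wells and 100% = thioflavine S control wells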
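test system = hepatitis C virus NS3 helicase domain fragment enzyme | reagent = annealed dual-labelled DNA beacon duplex, ATP-started | times = 1 h at 25 °C | detection = Cy5 fluorescence, 0 and 60 min reads | read-out basis = percent inhibition from t60/t0 fluorescence ratio | control set = DMSO and thioflavine S | replication = one well per compound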
VIM-2 inhibitor: VIM-2 metallo-beta-lactamase inhibitors, primary screen, biochemical, epi-absorbance readout, Pseudomonas aeruginosa enzyme | inhibition, % at 5.6 µM | hit rate 0.89% among 290,000 | purified VIM-2, nitrocefin hydrolysis, epi-absorbance fluorescence;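 active means inhibition above the mean of all tested compounds plus 3 SD, cutoff set per screening run, cut at about 7.5% in these data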;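 further: red hydrolysis product quenches plate fluorescence so inhibitors raise well fluorescence; 0% = enzyme with DMSO and 100% = DMSO without enzyme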
IDE cell activ: human IDE activators in live cells, primary screen, fluorescence polarization, HEK cells, FAbeta-B substrate; FAbeta-B cleavage; 0% vehicle, 100% cell-free pure enzyme wells; activation, % at 5.96 µM; hit rate 0.073% among 340,000; AID 493087, 2011;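 active means activation above the mean of all tested compounds plus 3 SD, set per screening campaign, cut at about 17% in these data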
GalR3 antagonist: GalR3 antagonists in HEK293 cells, primary screen, cell-based, fluorescence readout. hit rate 0.44% among 360,000. HEK293 GalR3-CNG cAMP membrane potential fluorescence; galR3 body fused to GalR1 C-terminus. inhibition, % at 3 µM;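 active means inhibition above the screen-wide average plus 3 SD, cut at about 13% in these data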;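 further: forskolin and galanin both at EC90 stimulate the cells; cAMP rise reported by CNG channel membrane potential dye signal; 0% = forskolin plus galanin with DMSO and 100% = forskolin alone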
Target sequence (O60755 1-299 limits assumed): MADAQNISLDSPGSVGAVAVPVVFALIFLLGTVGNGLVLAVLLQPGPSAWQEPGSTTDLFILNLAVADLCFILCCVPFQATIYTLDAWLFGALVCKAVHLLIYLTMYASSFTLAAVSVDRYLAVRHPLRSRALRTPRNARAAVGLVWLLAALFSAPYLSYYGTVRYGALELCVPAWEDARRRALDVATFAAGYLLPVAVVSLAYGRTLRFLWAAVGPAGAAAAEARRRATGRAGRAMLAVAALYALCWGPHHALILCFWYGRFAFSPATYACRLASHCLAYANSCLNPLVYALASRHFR
CRFR2-BP antag: antagonists of CRF-BP/CRF-R2 complex, primary screen, cell-based, HEK293, calcium dye fluorescence, uHTS | CRF-induced calcium fluorescence | hit rate 0.59% among 350,000 | inhibition, % at 11.8 µM;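 active means inhibition of the ligand-induced calcium signal above about 50% at the single tested concentration, limit read from the data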
SUMO HTRF inh: inhibitors of in vitro SUMOylation cascade, primary screen, biochemical, HTRF, uHTS; inhibition, % at 35 µM; HTRF SUMOylation assay, SAE1/SAE2 + UBC9; AID 2006, 2009; SUMO-conjugating enzyme UBC9 (Homo sapiens), P63279; hit rate 0.36% among 290,000; in the data active means inhibition above about 50%, passing the limit was not always enough; further: strong numbers were not always called active
Target sequence (P63279 whole entry, looked up): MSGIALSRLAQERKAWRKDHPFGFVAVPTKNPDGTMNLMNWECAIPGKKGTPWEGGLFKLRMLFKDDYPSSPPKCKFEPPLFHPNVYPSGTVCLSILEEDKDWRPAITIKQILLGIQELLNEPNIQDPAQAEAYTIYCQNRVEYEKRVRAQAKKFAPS
An asterisk follows results filed as active; x = not tested or not shown; & = joins results of further samples.

SMILES | p-CIP stab down | IDE cell inh | IMP-1 inh | HCV NS3 hel inh | VIM-2 inhibitor | IDE cell activ | GalR3 antagonist | CRFR2-BP antag | SUMO HTRF inh
C/C=C/C=C/C(=O)O | x | 0 | x | x | x | 0 | -1 | 11 | x
CCOc1ccccc1/C=N/NC(=O)CNC(=O)c1ccc(S(=O)(=O)N2CCOCC2)cc1 | -6 | -4 | -3.8 | -8 | -3.3 | 2 | -5 | 2 | 15
O=C(N/N=C/c1cc2c(cc1Cl)OCO2)c1cccc(Br)c1 | 3 | -2 | -1.3 | -11 | 1.2 | -4 | -5 | 42 | 7
Cc1nc2scc(C)n2c(=O)c1S(=O)(=O)NC(C)c1ccccc1 (stereo not drawn) | 13 | -3 | -4.0 | 2 | -1.4 | 2 | 2 | -5 | -3
CCOc1ccc(/C=C2\SC(=S)N(N3C(=O)C4CC4C3=O)C2=O)cc1 (stereo not drawn) | -11 | 4 | 1.6 | 7 | -2.8 | -4 | -1 | 2 | 11
CCOC(=O)Cc1nnn(CC(=O)OCC)n1 | 6 | -4 | 0.1 | -5 | 0.7 | 8 | -2 | -5 | -5
C[N+]1(C2CCC3CCCC2C3O)CCCCC1 (stereo not drawn) | 2 | -3 | -1.2 | 5 | -0.4 | -2 | 1 | -4 | -1
CC(C)NC(=O)C(C)Oc1ccc(S(=O)(=O)NCc2ccc3c(c2)OCO3)cc1 (stereo not drawn) | -8 | -2 | -3.5 | 0 | -3.0 | 3 | -9 | -4 | 11
CCOC(=O)c1ccc(NC=C2C(=O)OC3(CCCCC3)OC2=O)cc1 | -8 | 4 | -1.8 | -3 | -1.6 | -1 | -3 | -38 | -3
Cc1cnc(C(=O)OC(C(=O)c2c[nH]c3ccccc23)c2ccccc2)cn1 (stereo not drawn) | x | -5 | x | x | x | 4 | -3 | -16 | x
COc1ccccc1N1CCN(C(=O)Nc2ccc(F)c(Cl)c2)CC1 | -6 | -5 | -1.1 | 1 | -1.7 | 1 | -6 | -11 | 8
Cn1cc(CCC(=O)NCCCc2ccccc2)c2ccccc21 | 7 | 1 | -2.0 | 4 | -1.6 | 1 | -15 | 21 | -8
O=C(CCC(=O)N/N=C/c1ccc(Br)o1)N/N=C/c1ccc(Br)o1 | -2 | 2 | -1.2 | 6 | -1.3 | 1 | -8 | -1 | -21
COc1ccc(N(CC(=O)NCCSc2ccccc2)S(C)(=O)=O)cc1 | 0 | -3 | -2.8 | -1 | -3.5 | 3 | 3 | -14 | 14
CCn1cc(CN2CCC(n3nccc3NC(=O)CCc3ccccc3)CC2)cn1 | -9 | 1 | -5.0 | 1 | -2.9 | -2 | -4 | -5 | 0

A section from further up:
SMILES | p-CIP stab down | IDE cell inh | IMP-1 inh | HCV NS3 hel inh | VIM-2 inhibitor | IDE cell activ | GalR3 antagonist | CRFR2-BP antag | SUMO HTRF inh
C/C=C/C=C/C(=O)O | x | 0 | x | x | x | 0 | -1 | 11 | x
CCOc1ccccc1/C=N/NC(=O)CNC(=O)c1ccc(S(=O)(=O)N2CCOCC2)cc1 | -6 | -4 | -3.8 | -8 | -3.3 | 2 | -5 | 2 | 15
O=C(N/N=C/c1cc2c(cc1Cl)OCO2)c1cccc(Br)c1 | 3 | -2 | -1.3 | -11 | 1.2 | -4 | -5 | 42 | 7

The list goes on:
SMILES | p-CIP stab down | IDE cell inh | IMP-1 inh | HCV NS3 hel inh | VIM-2 inhibitor | IDE cell activ | GalR3 antagonist | CRFR2-BP antag | SUMO HTRF inh
N#C/C(C(=O)c1ccccc1)=C1/CCCCCN1 | -2 | 5 | -4.3 | -1 | -2.5 | 6 | -2 | 12 | 20
Cc1ccc(-n2nc(-c3ccccc3)cc2Nc2ccccc2N)cc1 | -10 | -3 | -0.2 | -5 | -0.1 | 1 | -1 | 2 | 5
CC1=NN(c2cccc(Cl)c2)C(=O)C1 | -3 | -1 | -1.2 | -5 | 0.6 | 3 | 0 | -16 | 12
CC(=O)Oc1ccc(NC(=O)C2CCCCC2)c(C(=O)O)c1 | 7 | 3 | -6.7 | 9 | -3.7 | 3 | -1 | -2 | 1
Cc1ccc(NC(=S)c2ccncc2)c(C)c1 | 9 | 1 | -1.2 | -1 | 1.8 | 8 | 4 | 4 | 5
C[c-]1[c-](C)[c-](C)[c-](C)[c-]1C.[Fe].c1cc2nccc(N3CCCC3)[c-]2c1 (stereo not drawn) | -4 | 1&3 | x | x | x | -2&6 | -4&0 | -10&1 | 42
COC(C(=O)N/N=C(\C)c1ccc(O)cc1)c1ccccc1 (stereo not drawn) | 3 | 8 | -2.3 | -1 | -3.1 | 1 | -4 | 9 | -3
CCCOC(c1ccccc1)(c1ccccc1)C(Oc1nc(C)cc(C)n1)C(=O)O (stereo not drawn) | -3 | 3 | -1.3 | 16 | 0.4 | 1 | -8 | 6 | 12
NC(=O)c1ccc(NC(=O)CN2CCOCC2)cc1 | -15 | -6 | 0.2 | -3 | 1.2 | -1 | -7 | -8 | 18
COc1cc(/C=N/NC(=O)c2cccnc2)ccc1OC(=O)c1ccc([N+](=O)[O-])cc1 | 11 | 0 | -1.6 | -11 | -1.5 | -1 | -3 | -22 | -40
Cc1cc(OCC(=O)NC2CCN(Cc3ccccc3)CC2)c2c(C)cc(=O)oc2c1 | 7 | -5 | -5.4 | 4 | 9.3* | 9 | -1 | -9 | 10
Cc1cc(C)c(C#N)c(Oc2ccc(F)cc2)n1 | -4 | 2 | -1.3 | 10 | 0.7 | -3 | -2 | 8 | -4
CCOC(=O)c1ccc(-n2c(=O)[nH]c3ccccc3c2=O)cc1 | -17 | 1 | -5.9 | -4 | -3.2 | 5 | -6 | 7 | 14
O=C(Nc1ccc(F)cc1)N(Cc1cccs1)Cc1cc2cc3c(cc2[nH]c1=O)OCO3 | -12 | 1 | -1.9 | -4 | -0.9 | 5 | -5 | 37 | 8
O=S1(=O)CCOC[C@H](CC2CCCCC2)N1Cc1ccc(Cl)cc1 | -10 | -1 | -2.4 | -26 | -1.9 | 2 | -4 | -11 | -8
COc1ccc(CCC(=O)N2CCCC(Nc3ccc(C)c(C)c3)C2)cc1OC (stereo not drawn) | -3 | 6 | -2.1 | 12 | -1.4 | -1 | -7 | -5 | -1
Cc1c(C(=O)O)oc2c1ccc1ccccc12 | 2 | 1 | -2.3 | -10 | 1.4 | -1 | -2 | 6 | 6
CC(C)(C)c1ccc(OCCCC(=O)NNC(=O)c2ccccc2O)cc1 | x | -9 | x | x | x | 2 | -6 | 0 | x
N#CCCn1cc(/C=C(\C#N)c2nc3ccccc3s2)c(-c2ccc(F)cc2)n1 | 2 | 4 | -0.3 | 2 | 0.2 | 1 | -4 | -13 | 4
O=C(Nc1ccc(Cl)c([N+](=O)[O-])c1)c1ccncc1 | 7 | 1 | -2.3 | -8 | -2.4 | 0 | 5 | -17 | -1
Cn1ncc(C#N)c1/N=C/N(Cc1ccccc1)Cc1ccccc1 | -8 | 4 | -1.2 | -6 | -3.6 | 4 | -5 | -14 | -8
CCOc1ccc(NC(=O)COC(=O)c2ccc3c(c2)OCCO3)cc1 | x | 1 | x | x | x | 0 | -5 | 2 | x
CC(OC(=O)C1CCC1)C(=O)Nc1cc(Cl)cc(Cl)c1 (stereo not drawn) | x | 2 | x | x | x | 4 | -4 | 3 | x
Cc1cc(=O)n2nc(N3CCCC(C(=O)NCCC4=CCCCC4)C3)sc2n1 (stereo not drawn) | -1 | 2 | -2.4 | -4 | -4.8 | 7 | 1 | -5 | 0
CC(=O)Nc1nonc1NC(=O)COc1ccccc1 | 9 | 7 | -2.8 | -10 | 3.7 | 0 | -2 | 3 | 1
CC(=O)C1=C(C)NC(=O)NC1c1ccccc1 (stereo not drawn) | 5 | 3 | -2.9 | 8 | -2.0 | -3 | -3 | 20 | 21
Cc1cccc(NC(=O)Cc2coc3ccc4ccccc4c23)n1 | -31 | -3 | -0.8 | 2 | -1.4 | 2 | -2 | -12 | -9
O=C(c1ccc(S(=O)(=O)Nc2ccccc2F)cc1)N1CCN(c2ccccc2O)CC1 | x | 0 | x | x | x | -2 | -1 | 6 | x
CCc1nnc(NS(=O)(=O)c2ccc(NC(=S)NC(=O)c3ccc(Br)cc3)cc2)s1 | -18 | -1 | -0.1 | 58* | -1.5 | 7 | -5 | 49 | 19
Cc1cc(NC(=O)CCC2CCCCC2)no1 | 1 | 0 | -1.6 | 5 | -3.2 | 2 | -3 | -36 | 3
COc1ccccc1N1CC(C(=O)Nc2nnc(SCc3cccnc3)s2)CC1=O (stereo not drawn) | -22 | 0 | -0.7 | -1 | -2.0 | -1 | -4 | 3 | 30
Cc1cccc(C(=O)NC(=S)NNC(=O)c2ccccc2Cl)c1 | -4 | 3 | -5.6 | 6 | -4.4 | -12 | -6 | -2 | 2
Brc1ccc(CSc2nnc(-c3ccccn3)n2Cc2ccco2)cc1 | -2 | 2 | -1.6 | -7 | -4.0 | 1 | -12 | 13 | 11
COc1cc(NC(=O)c2ccc(Br)cc2)ccc1NC(=O)c1cc2ccccc2o1 | 2 | 3 | -2.3 | 0 | -3.3 | 6 | -10 | 7 | 22
CN1CCN(C(=O)c2ccc(CNS(=O)(=O)c3ccc(F)c(Cl)c3)cc2)CC1 | -3 | x | -0.4 | -3 | -0.1 | 8 | -2 | -12 | -12
CCOC(=O)c1ccc(NC(=O)CCOc2ccccc2)cc1 | -9 | -4 | 0.5 | -1 | -2.2 | 6 | 0 | -5 | 4
CCn1c(CNc2ccc(Cl)cc2)nnc1SCC(=O)OC1CCCCC1 | -6 | 6 | -1.1 | 0 | -1.1 | 4 | -5 | -1 | 2
O=C(NC1CCCC1)C1CCC(CNS(=O)(=O)c2cccs2)CC1 (stereo not drawn) | -3 | -7 | -2.0 | 5 | -1.4 | 4 | 1 | -19 | 0
COc1ccnc(Oc2ccc(F)cc2)c1-c1ncn[nH]1 | -11 | -5 | -2.7 | 1 | -0.4 | 1 | -5 | 5 | 1
COc1cccc2cc(C(=O)C3=C(O)C(=O)N(CCN4CCOCC4)C3c3ccc(C)o3)oc12 (stereo not drawn) | -10 | -1 | -1.2 | 15 | -1.9 | -5 | -2 | -4 | 4
O=C(Nc1nnc(C2CC2)s1)c1cccc(S(=O)(=O)N2CCc3ccccc32)c1 | 0 | 2 | -1.5 | -2 | 1.1 | 5 | 0 | -24 | 12
c1ccc2c(-c3cc(C4CCNCC4)[nH]n3)cccc2c1 | -2 | 2 | -6.5 | -8 | -4.1 | 4 | -6 | -15 | 3
C=CCSc1ccsc1C(=O)O | -8 | -1 | -0.7 | 5 | -0.8 | 0 | -5 | 0 | 29
